# Screening results: PubChem, NMMLSC
# Bim-Bcl-B: inhibitors of Bim-Bcl-B interaction, human. bead-based flow cytometry, Bim peptide-Bcl-B binding. inhibition, % at 10 µM. 190,000 tested, 0.073% active. AID 951;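 note: 0% = tracer peptide without compound and 100% = reference inhibitor peptide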
# Target sequence (Q9HD36 whole entry, looked up): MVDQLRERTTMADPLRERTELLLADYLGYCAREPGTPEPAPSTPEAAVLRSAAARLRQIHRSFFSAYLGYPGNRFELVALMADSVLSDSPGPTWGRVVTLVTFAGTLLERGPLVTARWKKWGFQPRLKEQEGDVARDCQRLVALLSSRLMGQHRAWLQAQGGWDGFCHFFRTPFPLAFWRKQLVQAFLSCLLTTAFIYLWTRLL
# Rac1 act GTP bind: modulators of GTP binding to human Rac1 activated mutant; 190,000 tested, 0.11% active; P63000; percent activity (GTP binding), % at 10 µM; GST-Rac1 activated beads, fluorescent GTP binding, flow cytometry; actives lie on both sides; 100% means binding = to untreated wells;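 active = GTP binding at least 20 percentage points away from the 100% baseline, in either direction, so actives lie on both sides; inconclusive = Compound likely fluorescent itself, or too few beads counted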
# Bcl-2 Bim block: disrupts Bim peptide binding to human Bcl-2. inhibition, % at 10 µM. P10415. 190,000 tested, 0.06% active. AID 950. Bead-based flow cytometry, Bim peptide-Bcl-2 binding; in the data active = inhibition above about 40%; inconclusive = no clear call, values can overlap the other calls;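 note: 0% = no compound wells with probe peptide and 100% = reference peptide inhibitor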
# Target sequence (P10415 whole entry, looked up): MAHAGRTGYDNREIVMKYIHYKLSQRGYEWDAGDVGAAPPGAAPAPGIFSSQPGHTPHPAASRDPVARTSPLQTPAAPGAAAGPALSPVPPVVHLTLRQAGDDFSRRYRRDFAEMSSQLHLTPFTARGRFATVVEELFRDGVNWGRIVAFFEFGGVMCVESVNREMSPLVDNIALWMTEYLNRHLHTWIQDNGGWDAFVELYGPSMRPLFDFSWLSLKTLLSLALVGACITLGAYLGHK
# HRas wt GTP: changes GTP binding to wildtype human HRas; P01112; GST-Ras wt beads, Bodipy-FL-GTP binding, flow cytometry; actives lie on both sides; GTP binding activity, % at 10 µM; 190,000 tested, 0.14% active; AID 759;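 active = GTP binding activity at least 20% away from the 100% baseline, either lowered as inhibitor or raised as activator; inconclusive = flagged as likely green fluorescent, judged across all proteins in the well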;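 note: 0% = unlabeled GTP competition control and 100% = no-compound control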
# Target sequence (P01112 whole entry, looked up): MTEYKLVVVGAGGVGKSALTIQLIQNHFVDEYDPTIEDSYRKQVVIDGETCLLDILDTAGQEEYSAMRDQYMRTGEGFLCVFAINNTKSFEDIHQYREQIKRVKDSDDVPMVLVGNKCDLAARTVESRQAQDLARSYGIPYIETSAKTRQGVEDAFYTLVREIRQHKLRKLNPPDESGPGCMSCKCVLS
# Rab7 wt modul: alters GTP binding to wildtype dog Rab7; GTP binding activity (percent of control), % at 10 µM; 190,000 tested, 0.055% active; GST-Rab7 beads, fluorescent GTP binding, flow cytometry; actives lie on both sides; untreated = 100%, excess cold GTP = 0%;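 active = fluorescent GTP binding to Rab7 beads changed by at least 20 points from the 100% baseline, either direction, mostly lower; inconclusive = compound itself probably fluorescent, or too few beads counted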;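 note: median green fluorescence of bound Bodipy-FL-GTP per Rab7 bead population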
# Rac1 wt modul: alters GTP binding to wildtype human Rac1 | P63000 | GST-Rac1 beads, fluorescent GTP binding, flow cytometry; actives lie on both sides; 0 = cold GTP competed, 100 = untreated | GTP binding activity (% of control), % at 10 µM | 190,000 tested, 0.27% active | AID 757;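 active = GTP binding activity at least 20 points away from the 100% control level, either lower or higher; inconclusive = compound flagged as likely green fluorescent, judged across all proteins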
# Bim-Bfl-1: disrupts Bim binding to human Bfl-1 | Q16548 | Bead-based flow cytometry, Bim-Bfl-1 binding inhibition | inhibition, % at 10 µM | 190,000 tested, 0.12% active;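 note: 0% = wells without compound plus tracer and 100% = blocker peptide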
# Bim-Bcl-XL: inhibitors of Bim-Bcl-XL interaction, human | Q07817 | Bim peptide-Bcl-XL binding, bead flow cytometry, fluorescence | inhibition, % at 10 µM | 190,000 tested, 0.04% active
# Cdc42 wt GTP: modulators (inhibitors or activators) of GTP binding to human Cdc42 wildtype. percent activity (GTP binding), % at 10 µM. 190,000 tested, 0.2% active. GST-Cdc42 beads, Bodipy-GTP binding, flow cytometry; actives lie on both sides. P60953;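 active = percent activity GTP binding at least 20 points away from the 100% baseline, either down as inhibitor or up as activator; inconclusive = compound flagged as likely green fluorescent from well-wide comparison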;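 note: median bead fluorescence of bound Bodipy-FL-GTP at 100 nM; 0% = excess unlabeled GTP control and 100% = no compound control; below 100% means less GTP binding so inhibitor and above means activator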
# Target sequence (P60953 whole entry, looked up): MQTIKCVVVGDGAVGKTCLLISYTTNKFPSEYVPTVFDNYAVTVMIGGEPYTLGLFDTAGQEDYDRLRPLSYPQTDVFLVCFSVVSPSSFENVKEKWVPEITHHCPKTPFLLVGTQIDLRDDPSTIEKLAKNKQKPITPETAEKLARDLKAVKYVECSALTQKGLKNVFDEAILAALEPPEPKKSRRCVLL
# Bcl-W Bim block: inhibitors of Bim-Bcl-W interaction, human | bead-based flow cytometry, Bim peptide-Bcl-W binding | inhibition, % at 10 µM | 190,000 tested, 0.02% active;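 note: 0% = bound tracer without compound and 100% = peptide blocker; higher means less fluorescent Bim peptide bound to Bcl-W beads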
# Target sequence (Q92843 whole entry, looked up): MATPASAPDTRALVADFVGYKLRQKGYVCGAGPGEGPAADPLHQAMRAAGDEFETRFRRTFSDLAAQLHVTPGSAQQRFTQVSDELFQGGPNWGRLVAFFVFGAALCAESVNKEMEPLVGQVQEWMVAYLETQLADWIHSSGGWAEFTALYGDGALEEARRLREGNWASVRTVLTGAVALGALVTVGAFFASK
# Rab2A wt mod: changes GTP binding to wildtype dog Rab2A, up or down. GST-Rab2 wt beads, Bodipy-GTP binding, flow cytometry. GTP binding activity, % at 10 µM. 190,000 tested, 0.19% active. AID 760;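 active = GTP binding activity at least 20 points away from 100%, either lowered or raised; inconclusive = signal likely due to the compound's own green fluorescence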;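 note: 0% = beads with excess unlabeled GTP and 100% = no-compound control corrected for plate trend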
# * hit, by the source's call; u = inconclusive; x = not tested or not shown. Cut-off read from the data, not from the text of the source, unless noted: active = inhibition above about 40%.
(1) COc1ccc(OCc2nnnn2-c2ccccc2)cc1
(2) CC(C)CC(=O)Nc1ccnc(-c2ccncc2)n1
(3) O=C(CSc1nnc2c(n1)[nH]c1ccccc12)OCc1ccccc1
(4) COc1ccc(Nc2nnc(Cc3ccc(Cl)cc3)c(=O)[nH]2)c(OC)c1
(5) O=C(NCc1ccccc1)NC1(C(=O)N2CCN(c3ccccc3)CC2)CCCCC1
(6) CCCCNC(=S)NNC(=O)c1ccc(Br)o1
(7) CCOC(=O)C(=CNc1ccccc1C)C(=O)OCC
(8) CCOC(=O)c1ccccc1NC(=O)C1COc2ccccc2O1 (stereo not given)

screen / no.,1,2,3,4,5,6,7,8
Bim-Bcl-B,-7,-1,-6,0,-5,-15,-6,-11
Rac1 act GTP bind,99,97,97,99,103,103,99,102
Bcl-2 Bim block,-9,-1,4,1,-10,-4,-6,-16
HRas wt GTP,99,99,101,101,98,102,98,104
Rab7 wt modul,99,99,98,102,102,103,98,102
Rac1 wt modul,103,98,101,102,105,107,97,108
Bim-Bfl-1,-12,-4,-6,0,-10,0,-3,-12
Bim-Bcl-XL,0,-1,-6,-2,-3,-6,-1,-6
Cdc42 wt GTP,100,100,101,100,103,102,99,108
Bcl-W Bim block,0,-1,-5,0,3,-1,-5,0
Rab2A wt mod,100,99,98,101,101,99,100,105

(9) COc1ccc(N2CCN(C(C)=C3C(=O)c4ccccc4C3=O)CC2)cc1
(10) Oc1ccc(-c2csc(Nc3ncccn3)n2)cc1O
(11) COc1ccc(OCC(=O)O/N=C(\N)Cc2cccs2)cc1
(12) COc1ccc(NC(=O)Cc2ccc(Cl)cc2)cc1NC(=O)c1ccco1
(13) O=C(Nc1ccc(F)cc1)C(c1ccccc1)N1CCN(S(=O)(=O)c2c(F)cccc2F)CC1 (stereo not given)
(14) CC(Oc1ccccc1)c1nnc(N)s1 (stereo not given)
(15) CCCNC(=O)NS(=O)(=O)c1cnccc1Sc1ccc(Cl)cc1
(16) Cc1cc(C(=O)COC(=O)CCCN2C(=O)c3ccccc3C2=O)c(C)n1C

screen / no.,9,10,11,12,13,14,15,16
Bim-Bcl-B,2,0,-1,-4,-4,-3,1,13
Rac1 act GTP bind,92,97,99,99,96,96,95,99
Bcl-2 Bim block,0,1,0,-9,0,-1,-5,12
HRas wt GTP,100,99,101,99,100,98,101,100
Rab7 wt modul,105,97,103,97,102,103,100,100
Rac1 wt modul,96,101,102,103,103,100,96,103
Bim-Bfl-1,0,0,0,-6,1,0,-1,14
Bim-Bcl-XL,8,0,-4,-5,-4,-2,0,4
Cdc42 wt GTP,95,102,100,100,99,97,95,103
Bcl-W Bim block,2,1,-1,-4,-1,0,0,1
Rab2A wt mod,99,100,99,99,103,96,97,102

(17) Cc1ccc(-n2c(SCC(N)=O)nc3c(c2=O)C2(CCCC2)Cc2ccccc2-3)cc1
(18) Fc1ccc(-c2cnc(-c3cccs3)o2)cc1
(19) Cc1cccc(N=C/C(C(=O)C(F)(F)F)=C(\O)c2ccco2)c1
(20) Cc1nc(-c2ccccc2)sc1C(=O)CSc1ccc(F)cc1
(21) O=C1NC(=O)/C(=C\c2ccccc2OCc2ccccc2)S1
(22) COc1ccc(C2NC(=S)NC(C)=C2C(=O)N2CCOCC2)cc1 (stereo not given)
(23) C/C(Cl)=C\CNC(C)c1ccccc1 (stereo not given)
(24) Oc1ccc(CN2CCCCC2)c2cccnc12

screen / no.,17,18,19,20,21,22,23,24
Bim-Bcl-B,-5,2,-7,-11,-2,-17,2,-8
Rac1 act GTP bind,83,99,99,90,94,97,95,91
Bcl-2 Bim block,-3,-1,-5,-9,5,-6,1,7
HRas wt GTP,86,101,101,96,98,97,99,91
Rab7 wt modul,85,102,98,92,106,96,101,91
Rac1 wt modul,81,101,105,93,92,104,96,94
Bim-Bfl-1,-10,-1,-2,-11,2,11,-2,0
Bim-Bcl-XL,-7,1,-6,-6,-1,-4,-3,-1
Cdc42 wt GTP,81,102,104,93,91,96,99,91
Bcl-W Bim block,-1,0,-4,0,0,1,0,-1
Rab2A wt mod,82,100,98,92,96,97,101,91

# Retrieved by structure from above, 4 records:
(22) COc1ccc(C2NC(=S)NC(C)=C2C(=O)N2CCOCC2)cc1 (stereo not given)
(20) Cc1nc(-c2ccccc2)sc1C(=O)CSc1ccc(F)cc1
(23) C/C(Cl)=C\CNC(C)c1ccccc1 (stereo not given)
(19) Cc1cccc(N=C/C(C(=O)C(F)(F)F)=C(\O)c2ccco2)c1

screen / no.,22,20,23,19
Bim-Bcl-B,-17,-11,2,-7
Rac1 act GTP bind,97,90,95,99
Bcl-2 Bim block,-6,-9,1,-5
HRas wt GTP,97,96,99,101
Rab7 wt modul,96,92,101,98
Rac1 wt modul,104,93,96,105
Bim-Bfl-1,11,-11,-2,-2
Bim-Bcl-XL,-4,-6,-3,-6
Cdc42 wt GTP,96,93,99,104
Bcl-W Bim block,1,0,0,-4
Rab2A wt mod,97,92,101,98

# (more compounds)
(25) CCNC(=O)NC(C(=O)OC)C12CC3CC(CC(C3)C1)C2 (stereo not given)
(26) S=c1oc(-c2ccncc2)nn1CCc1ccncc1
(27) CN(c1ccc(F)cc1)S(=O)(=O)c1ccc(Cl)c(C(=O)OCC(=O)NCc2ccco2)c1
(28) O=C(NN1C(=O)/C(=C/c2cccnc2)SC1=S)C(c1ccccc1)c1ccccc1
(29) CC(C)Cc1ccc(/C=C/C(=O)N2CCCCC2)cc1
(30) COC(=O)C1=CN(C(C)C)C=C(C(=O)OC)C1c1cc2c(cc1Br)OCO2
(31) Cc1ccc(-c2n[nH]c(=S)n2/N=C/c2cc3c(cc2[N+](=O)[O-])OCO3)cc1
(32) CC(=O)Oc1ccccc1N1C(=O)c2ccc(C(=O)O)cc2C1=O

screen / no.,25,26,27,28,29,30,31,32
Bim-Bcl-B,-2,4,5,-1,-3,-1,-9,-1
Rac1 act GTP bind,97,102,93,94,94,99,95,97
Bcl-2 Bim block,-5,-6,4,-3,0,-2,0,-3
HRas wt GTP,98,101,89,97,96,97,98,97
Rab7 wt modul,96,99,91,95,96,99,96,99
Rac1 wt modul,96,106,96,99,98,97,104,97
Bim-Bfl-1,-3,-10,3,0,-3,0,-1,-4
Bim-Bcl-XL,0,0,3,-2,0,-1,0,-4
Cdc42 wt GTP,98,103,89,99,96,98,101,99
Bcl-W Bim block,-2,1,-2,0,1,-2,-3,-2
Rab2A wt mod,98,100,87,97,97,100,97,97

(33) COc1ccc(CCNc2oc(COc3ccc(F)cc3)nc2C#N)cc1
(34) CC(C)(C)c1nnc(NC(=O)CCn2cnc3ccccc3c2=O)s1
(35) Cc1ccccc1CN1C(=O)C(O)(CC(=O)c2ccncc2)c2ccccc21 (stereo not given)
(36) O=C(c1ccccc1)c1c(O)nc(-c2ccccc2)n(-c2ccccc2)c1=O
(37) COc1ccc(/C(C)=N/OCC(=O)N2CC3(C)CC2CC(C)(C)C3)cc1 (stereo not given)
(38) Cc1ccc(-c2[nH]c(=O)n3ccncc23)s1
(39) O=C(CSc1nnnn1-c1ccccc1)N1CCN(C(=O)c2ccco2)CC1
(40) CCN(CC)S(=O)(=O)c1ccc(NC(=O)CN(c2cccc(F)c2)S(C)(=O)=O)cc1

screen / no.,33,34,35,36,37,38,39,40
Bim-Bcl-B,-3,0,-9,-1,-5,4,-15,-8
Rac1 act GTP bind,96,95,98,u,100,96,102,100
Bcl-2 Bim block,-4,-6,-3,1,-2,0,-15,-10
HRas wt GTP,97,96,102,u,102,92,102,101
Rab7 wt modul,98,101,102,u,103,87,97,100
Rac1 wt modul,98,93,103,u,102,96,106,105
Bim-Bfl-1,2,-2,-13,1,0,1,-28,-10
Bim-Bcl-XL,-1,0,-3,-1,-8,7,-17,-4
Cdc42 wt GTP,96,94,100,u,101,96,106,104
Bcl-W Bim block,2,1,0,-1,-1,4,-10,1
Rab2A wt mod,97,96,100,u,101,88,103,100

(41) COc1cccc(NC(=O)NCCCN2CCN(c3ccc(F)cc3)CC2)c1
(42) Cc1ccc(/C=C/c2nc3ccccc3c(=O)n2CCc2ccccc2)cc1
(43) c1ccc(N(c2ccccc2)c2nc(N3CCCC3)nc(-n3ccnc3)n2)cc1
(44) Cc1cccc(CC(=O)NCCn2c(C)cc3ccccc32)c1
(45) CN1C(=O)/C(=C/c2ccccc2OCc2ccccc2)NC1=S
(46) CCCCCC(=O)Nc1nc(C)c(-c2csc(Nc3ccccc3OCC)n2)s1
(47) C=CC(=O)NCC1OCCc2ccccc21 (stereo not given)
(48) COc1ccc(OCC(=O)N2CCN(C(=O)c3ccc([N+](=O)[O-])cc3)CC2)cc1

screen / no.,41,42,43,44,45,46,47,48
Bim-Bcl-B,1,-7,-7,-1,-16,-9,-3,-5
Rac1 act GTP bind,100,100,96,94,99,100,95,96
Bcl-2 Bim block,-4,-6,-8,-3,2,-4,0,-2
HRas wt GTP,98,100,96,97,98,100,95,97
Rab7 wt modul,76*,101,95,103,101,98,100,98
Rac1 wt modul,99,101,97,99,106,102,96,99
Bim-Bfl-1,-2,-11,-8,-3,0,-4,-5,-9
Bim-Bcl-XL,-2,-7,-14,-1,-3,5,-2,-3
Cdc42 wt GTP,100,83,94,98,103,102,96,94
Bcl-W Bim block,-4,-3,0,0,-1,0,0,-2
Rab2A wt mod,98,99,95,98,99,98,97,97

(49) Cc1ccc(NC(=O)COC(=O)CC2CCCC2)cc1Cl
(50) COc1cccc(/C=N/NC(=O)CNC(=O)c2ccc3c(c2)OCCO3)c1O
(51) O=C(CN(Cc1ccco1)C(=O)CCC(=O)Nc1nccs1)NCc1ccccc1
(52) CCC(=O)Nc1ccc(Cl)c(NC(=O)c2c(OC)cccc2OC)c1
(53) CCOC(=O)C1=NN(C(=O)Cc2ccccc2)C(O)(c2ccc(Cl)cc2)C1 (stereo not given)
(54) COc1ccc(C(=O)Nc2ccc(OCC(F)(F)C(F)F)c(C(F)(F)F)c2)cc1OC
(55) CC(=O)N(Cc1ccco1)Cc1cc2cccc(C)c2n2nnnc12
(56) O=C(Nc1nc2n(n1)C(c1ccccc1)CC(c1ccc(Cl)cc1)N2)c1ccco1 (stereo not given)

screen / no.,49,50,51,52,53,54,55,56
Bim-Bcl-B,0,-9,x,2,-1,-2,-4,1
Rac1 act GTP bind,90,97,100,97,102,98,95,102
Bcl-2 Bim block,-3,-8,u,-3,1,-1,-1,1
HRas wt GTP,95,98,101,96,105,106,95,102
Rab7 wt modul,101,99,105,94,105,105,99,100
Rac1 wt modul,92,100,106,101,104,104,94,105
Bim-Bfl-1,-7,-9,x,1,0,-3,-3,2
Bim-Bcl-XL,-3,-9,x,-3,-9,-3,-4,0
Cdc42 wt GTP,91,101,104,97,103,104,95,102
Bcl-W Bim block,-1,-8,x,-1,-1,0,-2,1
Rab2A wt mod,93,95,101,96,104,105,97,102
